# D2 agonist: D2 dopamine receptor (human) agonism; actives 0.53% (n = 340,000); AID 485358; activation, % at 2 µM; HEK293 T-REx D2 cells, calcium flux agonist mode;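 active means activation over 3 SD above normal in the single-dose calcium agonist read, cut at about 30% in these data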; further: 0% is about no effect
# Target sequence (P14416 whole entry, looked up): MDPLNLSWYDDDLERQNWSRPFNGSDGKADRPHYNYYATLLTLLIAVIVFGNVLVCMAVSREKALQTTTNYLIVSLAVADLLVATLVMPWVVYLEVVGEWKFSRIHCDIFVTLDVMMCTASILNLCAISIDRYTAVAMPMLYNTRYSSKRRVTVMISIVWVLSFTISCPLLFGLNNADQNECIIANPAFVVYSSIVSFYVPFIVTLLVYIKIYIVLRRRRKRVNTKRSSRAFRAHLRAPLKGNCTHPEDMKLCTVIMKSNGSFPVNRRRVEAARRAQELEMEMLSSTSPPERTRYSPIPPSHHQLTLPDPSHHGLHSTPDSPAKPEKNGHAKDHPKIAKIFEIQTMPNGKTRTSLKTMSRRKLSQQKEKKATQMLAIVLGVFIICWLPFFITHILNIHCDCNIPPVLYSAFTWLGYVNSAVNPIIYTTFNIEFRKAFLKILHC
#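 Agonism is scored from calcium flux in a force-coupled, inducible HEK293 cell line expressing D2, read kinetically for 180 s after compound addition against dopamine controls.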
# 12-LOX inh: inhibitors of human 12S-lipoxygenase ALOX12; P18054; purified 12hLO, xylenol orange hydroperoxide absorbance; Potency, µM (doses to about 108 µM), for inactives: at the highest dose activity change, negative = inhibition, hits mostly inhibitors; actives 1.1% (n = 580,000); further: potency means the concentration at half of the fitted maximal effect; on the % scale 0 is the no-effect control and ±100 the full control effect
# Target sequence (P18054 whole entry, looked up): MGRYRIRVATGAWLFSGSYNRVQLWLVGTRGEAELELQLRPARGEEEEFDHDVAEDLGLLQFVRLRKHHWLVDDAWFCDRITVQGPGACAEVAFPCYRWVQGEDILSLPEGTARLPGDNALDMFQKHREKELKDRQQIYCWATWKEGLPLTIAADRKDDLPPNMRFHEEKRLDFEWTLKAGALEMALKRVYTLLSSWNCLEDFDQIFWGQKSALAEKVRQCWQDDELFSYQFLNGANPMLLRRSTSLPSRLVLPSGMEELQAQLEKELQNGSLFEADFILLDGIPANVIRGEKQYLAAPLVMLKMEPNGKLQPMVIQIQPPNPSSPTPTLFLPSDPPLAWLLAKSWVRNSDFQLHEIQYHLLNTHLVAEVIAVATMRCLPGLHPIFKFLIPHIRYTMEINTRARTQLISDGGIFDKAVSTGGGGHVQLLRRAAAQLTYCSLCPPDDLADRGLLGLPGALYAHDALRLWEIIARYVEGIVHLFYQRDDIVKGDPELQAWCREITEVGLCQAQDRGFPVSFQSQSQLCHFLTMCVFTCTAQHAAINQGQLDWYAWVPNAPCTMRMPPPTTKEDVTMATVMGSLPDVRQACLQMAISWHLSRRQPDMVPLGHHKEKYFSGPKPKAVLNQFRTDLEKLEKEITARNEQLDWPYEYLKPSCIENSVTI
#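 Purified human 12hLO (150 nM final) in 25 mM Hepes, 0.01% Triton X-100, pH 7.0 was preincubated 15 min at room temperature with compound. Then 40 uM arachidonic acid was added, 30 min. Hydroperoxide was read by Fe-XO absorbance ratio 573/405 nm.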
# LDHA block: blocks human lactate dehydrogenase A; actives 0.15% (n = 480,000); purified LDHA, NADH/diaphorase-resazurin fluorescence; active compounds read low; activity change, % (values are at about 110 or 230 µM); P00338; in the data active means activity change below about -30%; inconclusive means mostly about -25% to -30%;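 further: plate controls were DMSO wells for no effect and wells without enzyme for full effect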
#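 Human LDH5 (2 nM) was incubated with 0.06 mM NADH and 0.2 mM pyruvate for 5 min at room temperature in Tris pH 7.4. Remaining NADH was coupled through diaphorase/resazurin, and resorufin fluorescence was read at 0 and 20 min.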
# Vif-APOBEC3G blk: Vif-A3G binding inhibition; AID 602310; HeLa A3G-eYFP + Vif (tagged APOBEC3G with the HIV-1 protein that degrades it), YFP fluorescence, overnight; Q9HC16; actives 0.076% (n = 410,000); Potency, µM (highest dose often 46.1 µM), for inactives: at the highest dose activity, negative = active, hits mostly inhibitors;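 further: potency means the concentration at half of the fitted maximal effect; on the % scale 0 is the no-effect control and ±100 the full control effect; nearly all actives have a fitted effect of over 60% in size; hits raise eYFP signal because A3G escapes Vif-driven loss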
#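 Read-out is eYFP fluorescence (Ex 488/Em 500-530) from Vif-expressing HeLa A3G-eYFP cells; more signal means A3G escaped Vif-mediated degradation. Cells plated overnight, compound pinned in, incubated overnight at 37 deg C.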
# RGS4 inhibitor: blocks human RGS4-accelerated GTP hydrolysis; Transcreener GDP fluorescence polarization, RGS4-accelerated GTP hydrolysis; Potency, µM (doses to about 114 µM), for the others: at the top dose activity change, negative = inhibition, actives largely listed as inhibitors; actives 0.039% (n = 390,000); AID 504845; further: potency means the concentration at half of the fitted maximal effect; on the % scale 0 is the no-effect control and ±100 the full control effect; nearly all actives have a fitted effect of over 75% in size; some results filed as inactive show a strong effect at the top dose
#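 MLSMR compounds (23 nl, pin-transferred) preincubated 10 min at room temperature with a 500nM (2x) first reagent, then RGS4 at 900nM (2x) plus Transcreener GDP mix added; fluorescence polarization (620/688 nm) read before and after 90 min at 30 °C.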
# D2 antagonist: antagonizes the human D2 dopamine receptor; P14416; HEK293 TREx D2 cells, calcium flux, dopamine EC80; inhibition, % at 10 µM; actives 2% (n = 340,000); AID 485344; in the data active means inhibition above about 30%; further: 0% is about no effect
#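 Dopamine at EC80 is the agonist stimulus; test compounds precede it by 180 s. Calcium flux read kinetically in a force-coupled, inducible HEK293 T-REx D2 cell line.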
# Glioma ERSR ind: inducers of ER stress response in human glioma cells; Potency, µM, for the others: at the highest dose activation, actives largely listed as activators; AID 602332; U87-MG GRP78 promoter luciferase reporter, 16 h; actives 0.02% (n = 420,000); further: potency means the concentration at half of the fitted maximal effect; series mostly up to about 76 µM; % of control where 0% means no effect; nearly all actives have a fitted effect of over 35% in size
#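 Stably transfected U87-MG human glioma cells carrying a GRP78-based luminescent sensor were seeded at 1000 cells/well, pin-dosed with compounds and incubated 16 h. Luciferase reagent was then added, and end-point luminescence was read after 10 min at room temperature.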
# Vif-A3F inh: Vif-A3F binding inhibition; HeLa A3F-eYFP + Vif (tagged APOBEC3F with the HIV-1 protein that degrades it), YFP fluorescence increase; Potency, µM (highest dose often 46.1 µM), for the others: top-dose activity, negative = active; actives 0.2% (n = 390,000); further: potency means the concentration at half of the fitted maximal effect; % of control where 0% means no effect; nearly all actives have a fitted effect of over 65% in size
#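 HeLa cells stably expressing A3F-eYFP plus Vif, plated and incubated overnight at 37 deg C, then exposed to compounds overnight at 37 deg C. Blocked degradation read as raised yellow fluorescence (Ex 488/Em 500-530).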
# ERG Ets-DNA blk: blocks human ERG Ets domain binding to DNA. P11308. fluorescence polarization, His-ERG Ets domain / labelled DNA. Potency, µM (top dose mostly 76.9 µM), without a hit: at the top dose FP activity, negative = inhibition, most hits filed as inhibitors. actives 0.028% (n = 370,000). AID 624246; active means well fitted inhibition curve with a large enough effect in the polarisation, with a control signal flat; inconclusive means small, poorly fitted or top-dose-only effect, or effect the other way, or a change in a side signal; inactive means no such curve, though single readings can be large or run the other way; the % refers to the polarisation;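 further: polarization taken with two DNA probes labelled with fluorescein and Texas red; potency means the concentration at half of the fitted maximal effect; % of control where 0% means no effect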
#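 His-tagged ERG Ets domain (1 uM in the protein solution; 300mM KCl, 50mM Tris-HCl, 1mM EDTA, 1mM DTT, pH 7.5) received compound, then a probe mix of 5 nM fluorescein-DNA and 100nM Texas-615-DNA. Fluorescence polarization was read for both dyes.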
# An asterisk follows results filed as active; ? = inconclusive; nt = no result given; & = joins results of further samples; ! = a repeat was not active; [ ] = dose if it differs, or a comment. Unless noted, the call rests on the fitted dose curve; in most records, active means well fitted curve in the direction sought with a large enough effect; inconclusive means small, poorly fitted or top-dose-only effect, or another doubt; inactive means no such curve, though single readings can be large; an effect the other way counts as inactive or inconclusive.
canonical_smiles	D2 antagonist	D2 agonist	Glioma ERSR ind	RGS4 inhibitor	Vif-APOBEC3G blk	ERG Ets-DNA blk	Vif-A3F inh	12-LOX inh	LDHA block
Cc1ccc(N(C)S(=O)(=O)c2cccc(C(=O)NCC(c3cccs3)N3CCOCC3)c2)cc1 (centres undefined)	-5	0.1	-1%	-23%	1%	6%	-22%	7%	-2
CC(=O)c1ccc(N2CCN(C(=O)CCS(=O)(=O)c3ccc4c(c3)oc(=O)n4C)CC2)cc1	nt	nt	-2%	-33%	5%	2%	-1%	6%	-1
Cc1ccc2nc3c(c(N)c2c1)CCN3C	8	-0.6	-2%	2%	12%	?	7%	?	1
CCN(c1ccccc1)S(=O)(=O)c1cc(C(=O)Nc2cccc(Cl)c2)ccc1F	-3	0.6	-4%	2%	2%	5%	-18%	13%	-5
O=C(CN1CCN(S(=O)(=O)c2ccccc2)CC1)Nc1ccccc1C(=O)c1ccccc1	1	0.7	-4%	-3%	4%	0%	0%	16%	-6
CCN(CC)CCCNC(CC(=O)Nc1cccc([N+](=O)[O-])c1)C(=O)O (centres undefined)	22	2.7	-2%	-8%	0%	16%	3%	-23%	1
Cc1cccc(N(CC(=O)NC2CCCCC2)C(=O)CCC(=O)Nc2nccs2)c1	5	0.3	-3%	4%	-3%	10%	-18%	-37%	-8
Cc1ccc(C(=O)O)cc1N=Cc1cc(Br)cc(Br)c1O	-8	1.0	-4%	-34%	1%	2%	15%	nt	5
CCOC(=O)C1CCN(C(=O)C(CCSC)NC(=O)COc2ccccc2)CC1 (centres undefined)	-11	-1.0	-3%	-5%	-1%	-1%	-8%	-20%	-4
COc1cc(C2C(C(=O)c3ccc(C)o3)=C(O)C(=O)N2c2cc(C)on2)cc(OC)c1OC (centres undefined)	-1	1.6	-5%	18%	-5%	10%	11%	?	2
Nc1[nH]n2c(=O)c3c(nc2c1N=Nc1ccc(Cl)cc1)CCCC3	2	0.3	-5%	-7%	-12%	6%	-6%	-6%	0
CC1(C(=O)NCCc2ccccc2)Cc2c(-c3ccc4c(c3)OCO4)ccnc2O1 (centres undefined)	nt	nt	-2%	nt	?	nt	nt	2%	-3
COc1ccc(NS(=O)(=O)c2cccc(C(=O)N/N=C/c3ccccn3)c2)cc1	-8	-0.1	3%	-16%	-4%	0%	7%	14%	-2
Cc1ccc(S(=O)(=O)NC(C)C(=O)Nc2cccc([N+](=O)[O-])c2)cc1 (centres undefined)	30	-0.4	-3%	-7%	-3%	0%	0%	-3%	-12
COC(=O)C1=CN(Cc2ccc(C)cc2)C=C(C(=O)OC)C1c1ccc(F)c(F)c1	11	0.5	-3%	1%	0%	-1%	-6%	nt	2
O=S(=O)(NC1CC1)c1ccc(S(=O)(=O)N2CCCc3ccccc32)cc1	-10	-0.2	-4%	17%	0%	nt	-1%	?	-9
Cc1ccc(NC(=O)CN(C)C(=O)CSc2n[nH]c(N)n2)cc1	11	0.5	-4%	14%	-1%	-2%	-1%	11%	-6
CCOC(=O)CSc1nc2sc3c(c2c(=O)[nH]1)CC(C)(CC)OC3 (centres undefined)	10	-0.6	?	-12%	0%	0%	0%	?	-2
COc1ccc2cc(/C=N/NC(=O)CN(c3ccccc3C)S(=O)(=O)c3ccccc3)c(Cl)nc2c1	-12	1.7	-3%	-4%	0%	10%	-1%	-24%	-5
C[C@H](NC(=O)c1nc[nH]c1C(=O)NCC(=O)OC(C)(C)C)c1ccccc1	-5	0.9	-2%	5%	-5%	6%	-6%	8%	5
Cc1ccc(N2C(=O)c3cccc4cccc(c34)C2=O)cc1	-1	-0.4	3%	?	-3%	-2%	-1%	-20%	-10
Cc1ccc(C2(O)C(=O)c3ccccc3C2=O)c(O)c1C	6	0.2	0%	6%	0%	9%	-13%	?	1
O=C(Nc1cccnc1)c1ccc(S(=O)(=O)c2ccccc2)cc1	3	0.2	1%	4%	0%	6%	0%	2%	-4
Cc1c(C(=O)N2CCN(C3CCS(=O)(=O)C3)CC2)oc2ccc(Cl)cc12 (centres undefined)	0	-0.5	-4%	-4%	-3%	-1%	1%	?	-1
Cc1ccc(C(=O)c2oc3ccc(Cl)cc3c2NC(=O)CN2CCN(C)CC2)cc1	2	0.0	-7%	-20%	-24%	-2%	15%	0%	-1
O=C(O)CCC(=O)N1N=C(c2ccccc2)CC1c1ccc2c(c1)OCO2 (centres undefined)	6	-0.3	8%	22%	2%	-1%	-1%	-1%	-8
COc1ccc(-n2c3c(cc(C(=O)NC4CCSC4=O)c2=O)C(=O)CC(C)(C)C3)cc1 (centres undefined)	9	0.0	-3%	-21%	-7%	-2%	3%	-7%	2
COc1ccc(S(=O)(=O)N2CCC(C(=O)NC(c3nc4ccccc4[nH]3)C(C)C)CC2)cc1 (centres undefined)	-6	0.7	-5%	24%	-2%	2%	-3%	5%	-7
Cc1cc(NC(=O)c2cccc(C(=O)Nc3cc(C)on3)n2)no1	9	-0.6	-5%	-2%	-4%	8%	2%	12%	-9
O=C(CSC1=NCCN1)NC(c1ccccc1)c1ccccc1	0	-3.7	-9%	-7%	?	-5%	11%	0%	1
CN1C(=O)C(=O)/C(=C(/O)c2ccc(Br)cc2)C1c1ccccc1F (centres undefined)	25	-1.9	-7%	-3%[56.9 µM]	-7%	11%	-27%	?	-2
Cc1cc(N2CCOCC2)nc2ccc(NC(=O)CCC(=O)N3CCCCC3)cc12	nt	nt	-1%	3%	-2%	-5%	-28%	0%	20
COc1ccc(-n2c(CNc3ccc(C)cc3)nnc2SCC(=O)Nc2nc(-c3ccccc3)cs2)cc1	2	-0.1	-3%	-17%	1%	5%	-1%	0%	-1
COc1ccccc1C(=O)N1CC(=O)Nc2ccc(C)cc2C1c1ccc(F)cc1 (centres undefined)	-14	0.3	-5%	-9%	0%	47%[activator]	-6%	0%	-7
CN1CCN2c3ccccc3Cc3ccccc3C2C1 (centres undefined)	13	0.8	35µM*!	25%[56.9 µM]	-1%	4%	-1%	?	-3&-1
CCOc1ccc(CCNC(=O)c2c(C)oc3ncn(C)c(=O)c23)cc1	nt	nt	-4%	-2%	-1%	0%	0%	-31%	-2
Cc1nc2ccsc2c(=O)n1-c1ccc(Cl)cc1	15	0.0	1%	10%	-1%	7%	8%	0%	0
Cc1nc(NCc2cccnc2)c2c3c(sc2n1)CCCC3	-4	-0.4	-2%	12%	-6%	6%	10%	-5%	-1
COc1ccc(C2/C=C\CN(CC(C)C)CC(=O)N2Cc2ccc(F)cc2)cc1 (centres undefined)	29	0.2	-4%&-3%	-3%&20%	-4%&-1%	-2%	-3%	0%	-3
Cc1ccc(OCCOc2ccc(S(=O)(=O)N3CCCC3)cc2C(N)=O)cc1	2	-2.1	-3%	3%	0%	0%	-6%	371%[activator]	0
CCS(=O)(=O)N1CCN(c2ccc(S(=O)(=O)N3CCOCC3)cc2)CC1	-9	0.0	-3%	0%	8%	-2%	-2%	-12%	-2
CCN(Cc1nc(-c2ccc(OC)c(OC)c2)no1)S(=O)(=O)c1ccc(OC)cc1	nt	1.7	nt	3%	nt	4%	nt	-26%	-3
CCOc1cc(/C=N/N2C(=O)NC3(CCCCC3)C2=O)cc(Br)c1O	-9	1.5	-2%	-8%	1%	-11%	-11%	54%[activator]	-5
COc1ccc(O)c(/C=N/NC(=O)c2ccc(CSc3nc(C)cc(C)n3)cc2)c1	-2	-0.2	-7%	-48%	-11%	2%	-16%	-5%	-11
Nc1ccn([C@@H]2O[C@H](CNCc3ccc(OCC(=O)Nc4nccs4)cc3)[C@@H](O)[C@H]2O)c(=O)n1	nt	nt	1%	nt	-4%	nt	-1%	42%[activator]	-1
CC/C(=N\NC(=O)c1ccc(-c2ccccc2)cc1)C12CC3CC(CC(C3)C1)C2	15	-1.3	2%	-9%	0%	-3%	-4%	11%	-9
O=C(CSc1ccccn1)NC1CCCc2c1cnn2-c1ccccc1F (centres undefined)	nt	nt	1%	nt	-1%	nt	0%	-5%	3
O=C(NCc1cccs1)c1cc(-c2ccccc2)nn1CC1CC(c2cccc([N+](=O)[O-])c2)=NO1 (centres undefined)	nt	nt	-6%	0%	0%	7%	-3%	-28%	-7
CCOc1ccc(N(C(=O)c2snc(C(N)=O)c2N)C(CC)C(=O)NC2CCCC2)cc1 (centres undefined)	-10	1.6	4%	-29%	-7%	9%	-4%	-13%	1
CCCN1C(=O)/C(=N\OCC(=O)NC23CC4CC(CC(C4)C2)C3)c2ccccc21	12	-0.1	-10%	-5%	-3%	-2%	-9%	-28%	-2

# Already shown: entries from further up.
canonical_smiles	D2 antagonist	D2 agonist	Glioma ERSR ind	RGS4 inhibitor	Vif-APOBEC3G blk	ERG Ets-DNA blk	Vif-A3F inh	12-LOX inh	LDHA block
CCN(Cc1nc(-c2ccc(OC)c(OC)c2)no1)S(=O)(=O)c1ccc(OC)cc1	nt	1.7	nt	3%	nt	4%	nt	-26%	-3
CCOc1cc(/C=N/N2C(=O)NC3(CCCCC3)C2=O)cc(Br)c1O	-9	1.5	-2%	-8%	1%	-11%	-11%	54%[activator]	-5

# Bioassay records (PubChem BioAssay)

# A portion of the library (hit frequency here may not be typical).
